Screening results from PubChem BioAssay.
Calpain2 inh: inhibitors of pig calpain II, primary screen, biochemical, fluorogenic peptide substrate, 1536-well; inhibition, % at 16 µM; purified calpain II, 30 min; 220,000 compounds, 0.37% hits;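 active = inhibition above about 50%, limit read from the data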
Rad51 HR inh: human RAD51 strand exchange inhibitors, primary screen, biochemical, fluorescence; DNA repair protein RAD51 homolog 1 (Homo sapiens), Q06609; hRad51 DNA strand exchange, fluorescence dequenching; inhibition, % at 10 µM; 200,000 compounds, 0.085% hits;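 active = inhibition above 40% at the single screening dose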;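 note: 0% = DMSO control wells and 100% = blanks with heterologous ssDNA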
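material = hRad51 filaments on single-stranded DNA | timing = filaments 15 min 37 °C, then compound 30 min | signal = FRET fluorescence dequenching, excitation 485 nm, emission 520 nm | benchmarks = control wells and blank wells on each plate | evaluation = percent inhibition relative to plate controls and blanks | compound = 10 µM final, single point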
eIF4E 4G PPI: eIF4E–eIF4G protein interaction inhibitors, primary screen, biochemical, uHTS, TR-FRET, eIF4GI fragment; TR-FRET eIF4E-eIF4GI(517-606) binding, 2 h; inhibition, % at 21.7 µM; 220,000 compounds, 0.37% hits; AID 782, 2007;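 active = inhibition above about 30%, limit read from the data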;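 note: 0% = full FRET control wells and 100% = background wells lacking eIF4GI fragment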
Hck Nef HTS: inhibitors of Nef-activated human Hck kinase, primary screen, biochemical, Z-Lyte FRET, 384-well, Hck-YEEI; Recombinant Hck-YEEI plus Nef, Z-Lyte FRET kinase assay; 220,000 compounds, 0.68% hits; Tyrosine-protein kinase HCK (Homo sapiens), P08631; inhibition, % at 20 µM;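 active = Hck-Nef kinase inhibition above about 50%, limit read from the data; inactive = inhibition below that limit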;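 note: 0% = DMSO with Hck plus Nef and 100% = Hck alone without Nef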
Target sequence (P08631 whole entry, looked up): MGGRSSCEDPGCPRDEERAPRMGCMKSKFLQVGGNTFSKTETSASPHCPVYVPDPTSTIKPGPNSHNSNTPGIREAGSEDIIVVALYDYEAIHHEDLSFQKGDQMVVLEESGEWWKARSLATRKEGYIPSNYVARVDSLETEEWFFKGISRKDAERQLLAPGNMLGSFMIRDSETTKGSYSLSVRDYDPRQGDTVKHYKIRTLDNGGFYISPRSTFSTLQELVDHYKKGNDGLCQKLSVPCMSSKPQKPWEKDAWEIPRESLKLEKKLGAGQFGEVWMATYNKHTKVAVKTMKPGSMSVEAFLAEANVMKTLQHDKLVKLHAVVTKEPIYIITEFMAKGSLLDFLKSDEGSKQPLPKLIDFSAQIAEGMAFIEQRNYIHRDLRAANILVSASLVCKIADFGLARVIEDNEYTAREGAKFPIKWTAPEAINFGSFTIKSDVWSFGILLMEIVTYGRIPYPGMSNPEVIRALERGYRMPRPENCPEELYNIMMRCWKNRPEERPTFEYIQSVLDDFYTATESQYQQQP
EP2 mod: EP2 receptor modulators, cAMP readout, primary screen, cell-based, HTRF cAMP, PGE2 stimulation | Prostaglandin E2 receptor EP2 subtype (Homo sapiens), P43116 | EP2-expressing cells, cAMP HTRF FRET, PGE2 co-stimulation | induction, % at 25 µM | 260,000 compounds, 0.83% hits | AID 940, 2007;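 active = compounds whose cAMP rise, as percent of the full-agonist control response, exceeds 60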;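 note: rat C6 glioma line stably carrying human EP2 under a CMV promoter; the protocol text gives 20 µM as final concentration; 100% = response of wells given 1 µM PGE2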
L929 necroptosis: inhibitors of zVAD-triggered necroptosis, primary screen, L929 cells; L929 zVAD necroptosis rescue, ATP luminescence, 24 h; with zVAD 60 µM; viability rescue, % at 10 µM; 220,000 compounds, 0.38% hits;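 active = activation, scaled between plate controls, above about 75%, limit read from the data; inactive = activation under that limit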;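 note: 0% = zVAD with DMSO and 100% = DMSO alone without zVAD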
EP2 antag: human EP2 receptor antagonists, primary screen, TR-FRET cAMP, C6 glioma cells. Prostaglandin E2 receptor EP2 subtype (Homo sapiens), P43116. C6 glioma cells expressing human EP2; cells stimulated with saturating PGE2. 260,000 compounds, 0.52% hits. inhibition, % at 25 µM. AID 1422, 2008;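 active = percent inhibition above 40 after rounding to a whole number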;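 note: rat C6 glioma host cells with rolipram phosphodiesterase inhibitor present; the protocol text gives 20 µM as final concentration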
14-3-3 Bad PPI: inhibitors of 14-3-3 zeta/Bad binding, primary screen, biochemical, TR-FRET, bovine 14-3-3 zeta. 14-3-3 protein zeta/delta (Bos taurus), P63103. 220,000 compounds, 0.71% hits. AID 781, 2007. TR-FRET 14-3-3zeta/Dy647-pBad peptide displacement, 1 h. inhibition, % at 21.7 µM;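 active = inhibition above about 70%, limit read from the data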;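 note: 0% = full 14-3-3 plus peptide FRET controls and 100% = background without 14-3-3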
Target sequence (P63103 whole entry, looked up): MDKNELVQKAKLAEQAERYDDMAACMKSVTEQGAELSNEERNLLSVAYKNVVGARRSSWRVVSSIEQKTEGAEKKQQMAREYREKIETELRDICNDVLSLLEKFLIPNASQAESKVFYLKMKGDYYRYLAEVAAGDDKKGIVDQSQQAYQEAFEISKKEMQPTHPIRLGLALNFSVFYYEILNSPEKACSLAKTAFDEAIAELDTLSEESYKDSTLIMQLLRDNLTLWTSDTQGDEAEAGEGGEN
TbHK1 inh: Trypanosoma brucei hexokinase 1 inhibitors, primary screen, biochemical, G6PDH-coupled NADH absorbance, MLSCN library | inhibition, % at 10 µM | AID 1430, 2008 | recombinant TbHK1, G6PDH-coupled NADH A340 | 220,000 compounds, 0.11% hits;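 active = inhibition of 50% or more in the single-dose primary screen; inactive = inhibition below 50%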
The depositor's hits bear a star; i = inactive; . = no result given; & = joins results of further samples; [ ] = another dose, or the depositor's remark. Not all compounds are listed; count on the stated rates, not on these rows.

SMILES	Calpain2 inh	Rad51 HR inh	eIF4E 4G PPI	Hck Nef HTS	EP2 mod	L929 necroptosis	EP2 antag	14-3-3 Bad PPI	TbHK1 inh
O=S(=O)(Nc1ccc(Cl)cn1)c1ccc(Cl)cc1	-21	22	-1	-3	12	0.6	8	-14	3
N/C(=N\O)c1ccccc1N1CCCCC1	11	.	-2	2	-4	0.7	6	-1	6
O=C(NCc1ccc(Cl)cc1)c1noc2c1CCCC2	-19	-1	-7	-10	7	2.1	6	-6	-3
CC1(C)CC(NC(=O)C(Cl)(Cl)Cl)CC(C)(C)N1	-5	.	2	7	-13	-0.2	7	13[fluorescence artefact?]	-2
N#Cc1nc(-c2cccc3ccccc23)oc1NCCN1CCOCC1	i	.	9[fluorescence artefact?]	13	-44	2.0	11	-12[fluorescence artefact?]	-29
CCOC(=O)N1CCN(C(=O)c2ccc(CNS(=O)(=O)c3ccc(OC)cc3)cc2)CC1	14	-8	4	1	-4	1.0	16	0	1
O=C(CC1CCCCC1)NCCCN1CCOCC1	24	4	12	1	-24	0.4	14	-6	5
COc1ccc2c(c1OC)C(=O)N1c3cccc(Cl)c3C(=O)OC21 (stereo not given)	-6	1	0	1	18	1.1	13	-4	-3
Cn1c(=O)c(S(=O)(=O)C(C)(C)C)c(O)c2ccccc21	-6	8	9[fluorescence artefact?]	5	5	0.5	9	7[fluorescence artefact?]	33
NC(=S)NNC(=O)COc1ccccc1O	-25	7	-11	23	9	0.6	6	-16	-8
CCOc1ccc(NC(=O)COc2nsnc2N2CCCCC2)cc1	-11	-6	-4	2	-29	-0.1	10	-4[fluorescence artefact?]	1
Cc1cccc(OC(=O)c2ccncc2)c1C	18	21	4	19	-17	-0.7	5	-8	4
CCN1CCN(c2cc(C)c3cc(NC(=S)N4CCCC4)ccc3n2)CC1	-27	7	0	-4	-65	15	1	-10	-9
CCOc1ncccc1C(=O)OCc1ccccc1	-6	1	1	0	1	0.1	2	-8	-2
O=C(NCc1ccc2c(c1)CCO2)Nc1ccccc1	11	3	-3	-1	-23	2.0	13	-5	-8
CCCCn1c(=N)n(CC(=O)O)c2ccccc21	-23	-92	-2	1	22	0.0	10	-2	3
CCN(CC)S(=O)(=O)c1ccc(C(=O)NCC(c2ccc(OC)cc2)N2CCOCC2)cc1 (stereo not given)	-8	-13	0	28	-36	0.0	10	-7	0
Cn1nc(-c2ccc(Cl)cc2)cc1NC(=O)CSCC(=O)O	-9	0	2	4	11	1.1	14	-12	-7
S=C(Nc1ccc(N2CCOCC2)cc1)Nc1ccc2nc(-c3ccco3)c(-c3ccco3)nc2c1	-294	.	-5[fluorescence artefact?]	1	-57	1.3	.	5[fluorescence artefact?]	-43
COc1cc(/C=C(\NC(C)=O)C(=O)O)cc(OC)c1OC	-24	6	-1	2	6	1.0	11	-6	-4
CCCCn1nnnc1NCc1ccc(N(CC)CC)cc1	4	-4	0	0	5	0.2	1	-6	-1
COCCN1C(=O)CS/C1=C(/C#N)C(=O)NCc1ccco1	-15	-3	4	29	17	4.3	4	-13	-4
Cc1c(C(=O)Nc2ccc3c(c2)OCO3)sc2nc(-c3ccccc3)cn12	-53	-1	4[fluorescence artefact?]	0	-17	-0.1	20	-3[fluorescence artefact?]	5
CCCCCn1ccc(=N)cc1	19	3	11[fluorescence artefact?]	0	8	-0.1	4	33[fluorescence artefact?]	5
CCOCC(=O)Nc1ccc(S(=O)(=O)Nc2ncccn2)cc1	19	-2	2	7	4	-0.8	14	5	4
CCCc1nnc(NC(=O)Cn2c(=O)oc3ccccc32)s1	-13	.	5	-1	29	0.2	.	3	4
CN(C)NC1CCS(=O)(=O)C1 (stereo not given)	0	8	2	-1	0	1.0	.	53	3
CC12/C(=N/O)C3C4CC5C3/C(=N/O)C1C5C42 (stereo not given)	-2	-7	-16	2	2	0.1	4	4	-1
CCCCCCCCc1c(O)nc(-n2[nH]c(C)c(CCO)c2=O)[nH]c1=O	18	2	2	44	31	2.3	11	-14	21
COc1ccc(C[C@H]2CN3C(=NC[C@@H]3Cc3ccc(O)cc3)N2CCNC(=O)c2ccc(C)c(Br)c2)cc1	-15	-11	-1	-6	-34	13	23	-3	12
Cc1ccc(-n2cc(C(=O)O)c(=O)cc2C)c(C)c1	13	4	-1	-22	3	-1.4	6	4	7
COc1cc(C)c(C#N)c(OC)n1	3	-1	0	1	8	0.3	12	-2[fluorescence artefact?]	6
C=CCn1c(N)c(C(=O)Nc2cccc(C)c2)c2nc3ccccc3nc21	-68	-4	14	13	-2	0.4	6	41	-13
COc1cc(OC)cc(C(=O)NCCC(=O)NCCc2ccc(OC)c(OC)c2)c1	1	3	0	0	-2	1.3	11	-13[fluorescence artefact?]	38
Cc1ccc(C)c2[nH]c(=O)c(CCNC(=O)c3ccco3)cc12	-5	14	-1	48	-4	1.1	5	4	-6
CCn1c(Cc2cccs2)nnc1SCC(=O)c1ccc(C)cc1	4	3	-2	2	0	-0.9	3	8	8
CCOC(=O)N1CCN(C(=O)COc2ccc(Cl)cc2C)CC1	15	-4	-3	-18	-7	0.5	13	5	35
CCN(Cc1ccccc1)C(=O)CSc1nc(C)cc(C)c1C#N	-15	3	-1[fluorescence artefact?]	-40	19	-0.5	12	1	1
Cc1ccc(C)c(NC(=O)C2=CCN(S(=O)(=O)c3ccc(F)cc3)CC2)c1	4	.	0	-9	-30	.	6	-6	1
O=C(Nc1ccc2oc(-c3ccccc3)nc2c1)C1CCCO1 (stereo not given)	-370	-9	22	4	-5	0.9	6	5	-9
CN1CCN(CC(=O)Nc2cc(N3CCOCC3)ccc2[N+](=O)[O-])CC1	-2	-2	0	1	3	1.3	9	-26	-4
O=C(OCc1nnc(-c2ccccc2)o1)c1ccc2ccccc2n1	-41	-2	-6	0	-26	0.2	-3	-3[fluorescence artefact?]	-6
O=C(Cn1cnc2c(nnn2Cc2ccccc2F)c1=O)NCC1CCCO1 (stereo not given)	19	-3	3[fluorescence artefact?]	6	6	0.1	22	-2[fluorescence artefact?]	1
Cc1nc2ncnn2c(N2CCCC(C(=O)Nc3ccc4c(c3)CCC4)C2)c1C (stereo not given)	-12	5	-4	4	-44&-67	5.1	3&8	-6	-8
Cc1cccc(NC(=O)c2cc(NC(=O)C3CC=CCC3C(=O)O)ccc2N2CCOCC2)c1 (stereo not given)	1	-6	1	1	10	0.5	3	-2	-12
CSC1=C(C#N)C(c2ccncc2)C(C(=O)Nc2ccccc2)=C(C)N1 (stereo not given)	2	-14	1	-23	-3	-0.4	3	4	4
CCCCN(CC)Cc1ccc(CNC(=S)Nc2cccc(F)c2)o1	-6	.	-1	-6	-32	-0.6	1	0	2
C=CCNC(=O)CC1C(=O)NCCN1Cc1c(F)cccc1Cl (stereo not given)	12	10	-3	28	10	0.4	6	-8	9
COc1ccc(-c2nc(CN(C)C(C)c3ccon3)c(C)o2)c(C)c1C (stereo not given)	-9	18	-3	21	-14	0.0	2	-9	3
CCc1ccc(C(=O)CN2C(=O)NC(C)(CCc3ccccc3)C2=O)cc1 (stereo not given)	19	9	2	1	19	3.5	2	-11	0

Further results.
SMILES	Calpain2 inh	Rad51 HR inh	eIF4E 4G PPI	Hck Nef HTS	EP2 mod	L929 necroptosis	EP2 antag	14-3-3 Bad PPI	TbHK1 inh
Cc1cc(NC(=S)NC(=O)C2CC2)ccc1Br	11	5	5	1	8	0.5	7	-4	2
COc1ccc(CN(C)Cc2nc3cc(OC)c(OC)cc3c(=O)[nH]2)c(OC)c1	20	1	-3	6	1	2.1	7	-7	2
O=C(/C=C/c1ccccc1)Nc1ccc(C(=O)N2CCCCC2)cc1	13	.	0	6	-4	11	6	-3	-10
Cc1ccc(NC(=O)CC2NCCNC2=O)cc1Cl (stereo not given)	-9	12	-1	21	14	0.6	7	-8	-7
CC1CCC/C(=N/Nc2nc3ccccc3s2)C1 (stereo not given)	18	3	2	-12	-42	-0.2	9	9	-1
Cc1nn(CCOc2ccccc2)c(=O)n1-c1ccc(F)cc1	8	4	1	0	8	-0.1	9	-7	-3
COc1ccc(C(=O)CN2C(=O)c3ccccc3S2(=O)=O)cc1	-11	-8	2	14	-18	0.5	4	-2	2
Cc1noc(C)c1CSc1nnc(-c2ccccc2)n1Cc1ccco1	-8	-5	-1[fluorescence artefact?]	2	33	-0.3	8	-7	-1
O=C(NNC1CC(=O)N(c2ccccc2)C1=O)c1ccc(COc2ccccc2Cl)o1 (stereo not given)	17	21	-2	-1	-57	0.1	6	13	-1
Cc1cc(Br)ccc1OCc1nc(-c2cccnc2)no1	-22	13	-9[fluorescence artefact?]	0	18	-0.2	9	6	-2
CCOC(=O)c1c(NC(=O)CSc2nncs2)sc(C)c1C	14	0	7	2	-1	-0.4	16	-6	-3
COc1cc(C(=O)Nc2ccc3c(c2)OCO3)ccc1-n1cnnn1	-21	2	0	0	-6	-0.2	20	-10	-2
CCOC(=O)c1sc(-c2ccccc2)cc1NC(=O)c1ccc(S(=O)(=O)N(CCOC)CCOC)cc1	-90	8	15	-1	12	0.7	3	-4	-23
CCCCN(C)C(=O)CCCCn1c(=O)[nH]c2cc(OCC)c(OCC)cc2c1=O	-17	2	0	0	-3	-0.1	7	7	-11
NC(=O)CC(NC(=O)c1ccccc1)c1ccc(NCc2ccc(F)cc2)c([N+](=O)[O-])c1 (stereo not given)	-1	0	-8	25	-34	0.1	15	0	13
Clc1ccc(-c2cc3ccccc3nc2N2CCCC2)cc1	10	-5	-2	3	64*	0.4	10	-4	3
CCCCCC(=O)Nc1ccc(S(=O)(=O)Nc2ccc(Cl)nn2)cc1	12	-3	3	-1	22	0.7	4	1	5
Cc1ccccc1NC1=C(C(=O)c2ccccc2)N(C)S(=O)(=O)c2ccccc21	22	6	-2	0	78*	-0.4	12	-22	3
CC(C)(C)CC(C)(C)NCC(O)COc1ccc2c(c1)CCC2 (stereo not given)	.	8	.	-1	.	6.6	5	.	3
COc1ccccc1NC(=O)CSc1nc2ccccc2c(=O)n1CCNC(C)=O	-12	3	-1	0	-16	-0.3	5	6	1
COc1cc2cc(CN(CCN3CCCC3)C(=O)Nc3ccccc3Cl)c(=O)[nH]c2cc1OC	-176	.	-1	2	1	0.1	.	16[fluorescence artefact?]	-37
